Bioassay records as filed in PubChem.
SNCA expr inhib: Primary qHTS assay for inhibitors of alpha-synuclein gene (SNCA) expression. AID 1671194, 2021. HEK-293 SNCA-luciferase knock-in, luminescence, 24 h. Potency, µM (titrated, usually from 57.2 µM), for the others: at the top dose activity change, negative = inhibition, hits mostly inhibitors. actives 0.17% (n = 140,000);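 also: potency is read from the fitted curve at half-maximal effect; plate controls were DMSO cells for no effect and cell-free wells for full effect; nearly all actives have a fitted effect of over 45% in size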
SNCA viab count: GF-AFC viability counterscreen for inhibitors of alpha-synuclein gene (SNCA) expression | HEK-293-SNCA-luc viability, GF-AFC fluorescence, 24 h | Potency, µM (highest dose often 57.1 µM), without a hit: top-dose activity change, negative = cytotoxicity, hits mostly cytotoxic | actives 0.12% (n = 150,000);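 also: potency is read from the fitted curve at half-maximal effect; 0% = DMSO-treated cells and -100% = medium-only wells without cells; nearly all actives have a fitted effect of over 30% in size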
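Cytotoxicity counterscreen: after 24 h compound treatment of genome-edited SNCA-luciferase HEK-293 cells, live-cell protease substrate GF-AFC read by fluorescence after 30 min; activity scaled between DMSO (0%) and medium-only (-100%), curves Hill-fitted.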
Luciferase inh: Firefly luciferase inhibition profiling of diverse chemical library using quantitative high-throughput screening. Luciferin 4-monooxygenase (Photinus pyralis), P08659. purified P. pyralis luciferase, luminescence, biochemical. Potency, µM (highest dose often 115 µM), for inactives: at the top dose activity change, negative = inhibition, actives largely listed as inhibitors. actives 2.5% (n = 76,000). AID 1347043, 2019; also: potency is read from the fitted curve at half-maximal effect; nearly all actives have a fitted effect of over 65% in size
Target sequence (P08659 whole entry, looked up): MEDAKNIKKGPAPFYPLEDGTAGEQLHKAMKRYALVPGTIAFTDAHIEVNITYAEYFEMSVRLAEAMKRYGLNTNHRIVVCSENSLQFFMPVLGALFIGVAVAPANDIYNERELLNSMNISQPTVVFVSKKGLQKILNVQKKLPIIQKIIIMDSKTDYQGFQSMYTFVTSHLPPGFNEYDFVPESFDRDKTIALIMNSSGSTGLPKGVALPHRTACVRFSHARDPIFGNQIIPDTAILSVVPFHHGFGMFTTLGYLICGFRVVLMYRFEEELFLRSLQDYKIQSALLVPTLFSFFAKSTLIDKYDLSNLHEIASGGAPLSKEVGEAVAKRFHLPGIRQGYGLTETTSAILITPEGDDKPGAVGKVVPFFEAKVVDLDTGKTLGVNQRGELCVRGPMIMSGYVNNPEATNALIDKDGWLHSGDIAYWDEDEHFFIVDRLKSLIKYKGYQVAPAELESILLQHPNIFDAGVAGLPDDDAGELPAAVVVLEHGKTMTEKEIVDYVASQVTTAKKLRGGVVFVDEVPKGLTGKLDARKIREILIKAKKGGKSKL
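Biochemical qHTS: compound (6-point titration) added to 10uM D-luciferin plus 10uM ATP in Tris acetate pH 7.5 buffer with Mg, Tween-20 and BSA, then purified enzyme at 10nM; light output imaged.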
IP6K1 inh: Primary qHTS assay for small molecule inhibitors of Inositol hexaphosphate kinase 1 (IP6K1) | Inositol hexakisphosphate kinase 1 (Homo sapiens), Q92551 | activity change, % (series mostly up to about 58 µM) | AID 1645851, 2021 | IP6K1 kinase, ADP-Glo luminescence, 2 h; hits give low values | actives 0.81% (n = 140,000); in the data active = activity change below about -25%
Target sequence (Q92551 whole entry, looked up): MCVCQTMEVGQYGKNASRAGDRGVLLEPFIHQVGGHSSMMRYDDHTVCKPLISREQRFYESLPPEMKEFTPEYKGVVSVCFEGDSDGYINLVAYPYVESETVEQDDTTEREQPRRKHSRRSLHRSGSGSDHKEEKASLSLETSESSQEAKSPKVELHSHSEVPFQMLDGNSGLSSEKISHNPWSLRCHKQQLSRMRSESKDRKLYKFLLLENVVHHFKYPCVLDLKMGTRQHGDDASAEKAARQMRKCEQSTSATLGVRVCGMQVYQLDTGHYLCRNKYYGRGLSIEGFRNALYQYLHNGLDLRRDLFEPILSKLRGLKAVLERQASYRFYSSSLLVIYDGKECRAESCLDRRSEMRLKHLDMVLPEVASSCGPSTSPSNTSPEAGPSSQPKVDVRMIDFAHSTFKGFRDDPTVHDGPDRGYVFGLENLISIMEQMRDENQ
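ADP-Glo luminescence measures ADP made by human IP6K1 during a 2 h RT reaction with ATP/IP6 (mix at 1.3 mM/130 uM); top library doses 57.5 and 19.1 uM final.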
GPT2 inh: Primary qHTS assay for inhibitors of Glutamate pyruvate transaminase 2 (GPT2). Alanine aminotransferase 2 (Homo sapiens), Q8TD30. Recombinant GPT2, coupled pyruvate oxidase/HRP Amplex Red fluorescence. Potency, µM (highest dose often 57.7 µM), for inactives: top-dose activity change, negative = inhibition, hits mostly inhibitors. AID 1671188, 2021. actives 0.25% (n = 100,000); also: potency is read from the fitted curve at half-maximal effect; nearly all actives have a fitted effect of over 60% in size; many of its hits are not listed in these tables
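Fluorescence of coupled pyruvate oxidase/HRP/Amplex Red system (50uM Amplex, 30 min, dark) reports pyruvate formed by GPT2. Enzyme reaction: 10ng/uL GPT2, 2mM L-alanine, 250uM a-KG, 30 min room temperature, pH 7.5; 50uM AOA control.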
3T3 cytotox: Cytotoxic Profiling in NIH 3T3 Cell Line of Diverse Libraries Using Quantitative High-Throughput Screening; NIH 3T3 viability, CellTiter-Glo ATP luminescence, 48-72 h; Potency, µM (top dose mostly 96.7 µM), without a hit: at the highest dose activity change, negative = cytotoxicity, actives largely listed as inhibitors; actives 4.3% (n = 94,000); also: potency is read from the fitted curve at half-maximal effect; nearly all actives have a fitted effect of over 55% in size
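First NIH 3T3 cells are plated at 400 cells/well; next compound is pinned in; then plates incubate 48 or 72 hr at 37 °C; finally CellTiter-Glo is added and luminescence read after 10 min.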
HEK293 tox: Cytotoxic Profiling in HEK 293 Cell Line of Diverse Libraries Using Quantitative High-Throughput Screening. HEK 293 viability, ATP luminescence (CellTiter-Glo), 48-72 h. Potency, µM (top dose mostly 115 µM), for the others: at the top dose activity change, negative = cytotoxicity, most hits filed as inhibitors. actives 6.6% (n = 94,000). AID 1345083, 2018; also: potency is read from the fitted curve at half-maximal effect; nearly all actives have a fitted effect of over 60% in size
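Read-out: CellTiter-Glo ATP luminescence. Cells: HEK 293, 250 cells/well. Exposure: 48 or 72 hr, 37 degree Celsius.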
The depositor's hits bear a star; i = inactive; ? = inconclusive; nt = no result given; [ ] = dose if it differs, or a comment. Unless noted, calls follow the shape of the dose curve; as a rule, active = well fitted curve in the direction sought with a large enough effect; inconclusive = small, poorly fitted or top-dose-only effect, or another doubt; inactive = no such curve, though single readings can be large; an effect the other way counts as inactive or inconclusive. Unless noted, % is scaled to controls: 0 for no effect and ±100 for the full control effect.

Structure	SNCA expr inhib	SNCA viab count	Luciferase inh	IP6K1 inh	GPT2 inh	3T3 cytotox	HEK293 tox
CC(=O)NCCCC(=O)N1CCOC2(CCN(C(=O)c3c(C)noc3C)CC2)C1	-10%	1%	nt	-6	-5%	2%	-1%
NC(=O)c1cc(S(=O)(=O)N2CCCCC2)cs1	-5%	3%	nt	-24	nt	nt	nt
O=[S+]1([O-])[C@@H](Cc2ccccc2)[C@H](COCc2ccccc2)CN1c1ccccc1	nt	nt	nt	12	nt	?	?
OCC1(Cc2ccccc2C(F)(F)F)CCNCC1	22%	17%	7%	21	-2%[11.5 µM]	4%	?
Cc1n[nH]c(C)c1CCC(=O)NC1CCCc2c1[nH]c1c(Cl)cccc21 (configuration not stated)	?	0%	2%	-7	-7%	?	?
CC(C)N1CCN(CCN2CC3(CCN(C(=O)CCN)CC3)OC2=O)CC1	-22%	5%	4%	-13	i[11.5 µM]	0%	3%
CCN(CCN(C)C)C(=O)C1CCN(S(=O)(=O)c2c(C)noc2/C=C/c2ccccc2F)CC1	?	?	nt	5	nt	nt	nt
CN(CC1CCOC1)C(=O)c1ccccc1Br (configuration not stated)	31%[activator]	10%	-12%	16	-1%	-12%	-15%
O=C(N[C@@H]1CCN(C(=O)CSc2ccccn2)C[C@H]1O)c1ccncc1	-26%	-6%	-6%	0	-4%	-21%	-3%
CC1N=C2c3ccccc3N=C(SCC(=O)NCCc3ccc(Cl)cc3)N2C1=O (configuration not stated)	-9%	-24%	nt	-7	nt	nt	nt
CCNC(=O)c1cccnc1OC1CCN(C(=O)c2cc(C)cc(C)c2)C1 (configuration not stated)	24%	14%	3%	16	-10%	-10%	?
O=C(c1ccc2c(c1)OCO2)N1CCC2(CC1)N=C(c1ccc(Br)cc1)NO2	0%	17%	-9%	-7	-15%	?	?
O=C(CC1CCCCC1)Nc1ccc(-c2nnc3n2CCCC3)cc1	40%[activator]	-16%	-7%	31	i	-16%	-4%
CC(=O)NC1(C)CCN(Cc2cccc(Nc3cccc(Cl)c3)c2)C1 (configuration not stated)	80%[activator][87.6 µM]	-16%[87.6 µM]	?	26	-28%[88.5 µM]	45µM*	71µM*
C=CCc1ccccc1OCCN(C)Cc1ccc(S(C)(=O)=O)cc1	-12%	5%	0%	4	0%	?	40µM*
Cc1nn(CC(=O)NC(C)c2ccccc2)c(=O)c2nc(C(C)C)sc12 (configuration not stated)	-9%	-7%	-1%	26	i	i	5%
Cc1cccc(C(=O)N2CCN(c3cc(C(F)(F)F)ncn3)CC2)c1	3%	5%	3%	4	i	?	0%
O=C(c1ccccc1)N1CCCCC1c1nc(-c2ccccc2)n[nH]1 (configuration not stated)	6%	-19%	nt	3	0%	?	-8%
Cc1ccc(CNC(=O)c2nn(C)c3c2CS(=O)(=O)c2ccccc2-3)cc1	13%	8%	nt	-4	nt	nt	nt
CCn1nccc1C(=O)N1[C@@H]2CC[C@H]1CC(NC(=O)c1ccncc1)C2 (some centres not stated)	-5%	3%	-7%	17	-6%	i	i
Cn1ncc2c(C(=O)NCCc3ccccc3)cc(-c3cccc(F)c3)nc21	nt	nt	nt	7	nt	-30%	?
O=C(c1cnccn1)N1CCC[C@H](n2c(=O)n(CC3CC3)c3cccnc32)C1	-7%	10%	3%	3	i	i	-8%
CCCC(C)N1CC2(CCN(C(=O)c3cnc(C)cn3)CC2)OC1=O (configuration not stated)	7%	13%	6%	8	3%	i	i
COc1cc(NC(=O)CCn2c(-c3ccccc3)cc(C(C)=O)c2C)cc(OC)c1	?	-10%	nt	12	nt	nt	nt
O=C(COc1ccccc1)N1CC(Oc2ccc(-c3noc(C4CCOCC4)n3)cc2)C1	-7%	-17%	0%	0	i	-30%	?

(continued)
Structure	SNCA expr inhib	SNCA viab count	Luciferase inh	IP6K1 inh	GPT2 inh	3T3 cytotox	HEK293 tox
Cc1cc2nc3n(c(=O)c2n1CC(=O)Nc1ccc(Cl)cc1F)CCCCC3	-12%	-3%	1%	3	i	-26%	?
O=C(CSc1nc2ccccc2nc1Cc1ccc(Cl)cc1)N1CCCc2ccccc21	11%	10%	nt	28	nt	nt	nt
O=C(N[C@@H]1CCOC[C@H]1Oc1cccc(F)c1)c1cnc2c(c1)CCC2	-18%	-3%	-6%	7	1%	i	i
O=C1CC(c2ccccc2)N(S(=O)(=O)c2cccc(F)c2)CCCCCCN1 (configuration not stated)	0%	-12%	-7%	15	?	-22%	-18%
Cc1nc(C)c(C(=O)NC2CCN(C(=O)N3CC4CC(C3)[C@H]3CCCC(=O)N3C4)CC2)s1 (some centres not stated)	-23%	8%	-7%	2	?	-17%	6%
Cn1c(CCNC(=O)CC2CCOCC2)nc2ccccc21	?	6%[12.5 µM]	-5%	-1	-2%	i	-30%
O=C(NCCC1CCN(C(=O)Nc2ccc(F)cc2F)CC1)c1cccs1	32%[activator]	-1%	-1%	-6	i	-24%	-15%
Cc1cc(=O)n2nc(N3CCC(C(=O)Nc4ccc(Br)cc4F)CC3)sc2n1	11%	0%	nt	-13	nt	nt	nt
O=C1NC2(CCN(Cc3ccccc3C(F)(F)F)CC2)COc2ccccc21	-2%	3%	6%	-3	i	i	-3%
Cn1c(=O)oc2cc(S(=O)(=O)NC(Cc3ccccc3)C(=O)NCc3ccccc3Cl)ccc21 (configuration not stated)	1%	15%	nt	-12	nt	nt	nt
O=C(c1ccccc1)N1CCn2c(nnc2C2CCNCC2)C1	-23%	12%	nt	-1	-1%	i	i
CCOC(=O)c1cccc(NC(=O)CCNS(=O)(=O)c2cccc3nonc23)c1	16%	2%	nt	-8	nt	nt	nt
COc1ccc(Br)cc1CNC(=O)c1ccc2c(c1)nc1n2CCCCC1	85%[activator]	1%	nt	-7	nt	nt	nt
CCCNC(=O)N1CCC(n2c(C)cnc2C2CCOCC2)CC1	-5%	-7%	0%	25	5%	-10%	-4%
Cc1cc(C2CCCN2C(=O)c2ccnn2C)on1 (configuration not stated)	8%	8%	-4%	23	i	i	10%
CCOC(=O)c1cnn(-c2ccc(C(=O)Nc3ccc(OC(F)(F)F)cc3)cc2)c1N	-8%	-3%	nt	32	nt	nt	nt
CCCN(CCC)CCNC(=O)c1cc2c(=O)oc3ccc(C)cc3c2s1	-16%	17%	nt	-25*	nt	nt	nt
Oc1ccc2c(-c3c(-c4ccccn4)nn4c3CCC4)ccnc2c1	nt	12%	nt	0	i	nt	nt
COC(=O)c1ccc2oc(=O)c(S(=O)(=O)c3ccc(C)cc3)cc2c1	6%	?	nt	-21	nt	nt	nt
CCOC(=O)C1=C(C)N=C2SC=C(CC(=O)N3CCCCC3)N2C1c1cccc(OC)c1 (configuration not stated)	-16%	8%	-5%	5	1%	-29%	?
CC(=O)N1CCC(N2C[C@H](O)C[C@H]2c2nc(-c3ccc(C(F)(F)F)cc3)no2)CC1	211%[activator][87.6 µM]	-11%[87.6 µM]	?	11	i	?	71µM*
Cc1nn(C)c(C)c1CCN(C)C(=O)c1ccc(N2CC3CC(C2)[C@H]2CCCC(=O)N2C3)nc1 (some centres not stated)	11%	9%	9%	0	-1%	2%	9%
O=C(NC1CCN(c2ccnc3ccnn23)CC1)c1ccc(C(F)(F)F)cc1	-7%	-8%	nt	0	i	?	?
COc1ccc(-c2cc(C(=O)OCC(=O)c3cccc(OC)c3)c3cccc(Cl)c3n2)cc1	-7%	-1%	nt	0	nt	nt	nt
Cc1ccnc(NC(c2cc(C)ccc2O)c2ccc3cccnc3c2O)c1 (configuration not stated)	-10%	-15%	nt	2	nt	nt	nt

Other compounds.
Structure	SNCA expr inhib	SNCA viab count	Luciferase inh	IP6K1 inh	GPT2 inh	3T3 cytotox	HEK293 tox
O=C(NCCCN1CCN(c2ccc(F)cc2)CC1)Nc1ccc(Cl)cc1	28%	5%	nt	6	nt	nt	nt
CCn1nc(-c2ccccc2CN2CCOCC2)nc1N(C)C	-2%	-10%	-2%	-5	i	2%	3%
CCN(CC)C(=O)[C@@H]1C[C@@H](O)CN1C1CCN(C(=O)c2cccc(OC)c2)CC1	1%	11%	nt	11	i	-19%	-25%
CCCCNc1ccc(-c2nc(-c3ccncc3)no2)cc1[N+](=O)[O-]	44%[activator]	-1%	nt	5	nt	nt	nt
COc1cc(C(=O)OC[C@@]2(O)CO[C@@H](O[C@H]3[C@H](Oc4ccc(O)cc4)O[C@H](CO)[C@@H](O)[C@@H]3O)[C@@H]2O)cc(OC)c1O	nt	-6%[23.9 µM]	nt	6	-2%[17.1 µM]	nt	nt
COc1ccc(OCC2(C)COc3ccc(C(=O)NC4CCOCC4)cc3N2)cc1 (configuration not stated)	25%[87.6 µM]	6%[87.6 µM]	-17%[172 µM]	9	3%[88.5 µM]	?	?

Compound profiles, from the list above. Screens in order: SNCA expr inhib	SNCA viab count	Luciferase inh	IP6K1 inh	GPT2 inh	3T3 cytotox	HEK293 tox
`CCN(CC)C(=O)[C@@H]1C[C@@H](O)CN1C1CCN(C(=O)c2cccc(OC)c2)CC1` reads 1%	11%	nt	11	i	-19%	-25%
`CCn1nc(-c2ccccc2CN2CCOCC2)nc1N(C)C` reads -2%	-10%	-2%	-5	i	2%	3%
`CCCCNc1ccc(-c2nc(-c3ccncc3)no2)cc1[N+](=O)[O-]` reads 44%[activator]	-1%	nt	5	nt	nt	nt
`COc1ccc(OCC2(C)COc3ccc(C(=O)NC4CCOCC4)cc3N2)cc1` (configuration not stated) reads 25%[87.6 µM]	6%[87.6 µM]	-17%[172 µM]	9	3%[88.5 µM]	?	?
`O=C(NCCCN1CCN(c2ccc(F)cc2)CC1)Nc1ccc(Cl)cc1` reads 28%	5%	nt	6	nt	nt	nt
